T cell modulator: T cell immune modulation candidate | 2C CD8+ T cell-vesicle binding, flow cytometry; active compounds read low | calls only at 7 µM | actives 0.068% (n = 330,000);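 active = response, share of CD8 T cells binding vesicles, and their 90th percentile fluorescence all below set limits, cut at about 80% in these data, passing the limit was not always enough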
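Also added: QL9-peptide-loaded Drosophila micro-vesicles bearing Ld, ICAM-1 and B7-1; Test system: purified 2C TCR transgenic mouse naive CD8+ T cells; Measured by: cytometric PE anti-B7-1 and Alexa647 anti-CD8 signals after 1% paraformaldehyde fixation; Timing: binding step 1.5 h, 37 °C, antibody labelling 20 min, ice.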
Autophagy mod: autophagy modulation, high-content screen. MEF GFP-LC3 puncta imaging; test concentration mostly 10 µM. actives 0.98% (n = 190,000). calls only at 10 µM (by protocol);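 active = percentage of spot-positive cells more than 3 SD above its plate mean, without a fluorescence outlier flag or 80% toxicity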;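 also: spot-positive cell cutoff set from DMSO-treated cells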
Dynein cargo inh: blocks dynein driven cargo transport along microtubules; 3617.4 mouse cells, GR-EGFP nuclear translocation imaging; test concentration mostly 20 µM; stimulated with dexamethasone, 1 µM; active compounds read low; z-score, hits read low; actives 0.47% (n = 220,000);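 active = plate z-score of nuclear minus cytoplasmic receptor signal below a set negative limit, without overly bright fluorescence or cell loss, cut at about -3.5 in these data, passing the limit was not always enough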;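 also: z-score of nuclear minus cytoplasmic ring GR-EGFP intensity difference per well; some compounds called inactive have numbers as strong as hits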
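medium = tetracycline-free induction medium containing charcoal-stripped FBS | probe or stimulus = dexamethasone, 1.0 µM final | timing = 48 h induction, then 1 h compound, then 30 min agonist, 37 °C | detection = automated 10x imaging of fixed Hoechst-stained cells | read-out basis = nuclear versus cytoplasmic GR-EGFP signal, averaged per well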
MT stabilize HCS: microtubule stabilizers in HeLa cells | AID 2205 | actives 0.83% (n = 200,000) | % tubulin-high responders, % at 10 µM | HeLa tubulin immunostaining HCS, 24 h; share of cells brighter than vehicle mean+2SD;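 active = plate Z-score above 3 for both tubulin-high and condensed-nucleus cell shares, with cell loss under 80%, at 10 µM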;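 also: anti alpha tubulin signal scored within the nucleus-defined area of each cell; some results filed as inactive read as strong as hits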
WT yeast gro inh: growth inhibition of WT yeast, mitochondrial fusion screen; mitochondrial fusion phenotypic screen, WT strain; inhibition, % at 10 µM; actives 2.1% (n = 190,000); in the data active = inhibition above about 58%; tested in S. cerevisiae
b-catenin transl: alters nuclear translocation of beta-catenin in HeLa cells; immunofluorescence imaging; nuclear translocation activity, % at 5 µM; actives 0.3% (n = 190,000);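 active = nuclear translocation activity above 50% at 5 µM, with a well cell count of 50 or more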;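 also: per-cell ratio of nuclear to cytoplasmic median beta-catenin stain intensity; plate controls were DMSO negative control for no effect and GSK-3 inhibitor IX positive control for full effect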
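Test system: human HeLa cells, endogenous beta-catenin. Times: 24 h compound exposure, 37°C. Measured by: beta-catenin immunofluorescence imaging with DAPI.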
Yfh1-off respiration: enhancers of respiration in Yfh1-depleted yeast, dose response, Friedreich's ataxia, plus single-dose screen (AID 1465) | actives 0.074% (n = 220,000) | fold induction at 50 µM, or EC50 in µM where a hit was titrated | S. cerevisiae Yfh1-off respiration, WST-1 reduction, 72 h; higher fold induction means a stronger effect;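 active = fold induction of absorbance versus untreated yeast above a set limit, then at least 30% activation at any dose in follow-up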;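 also: activators that raise dye reduction in frataxin-depleted yeast; strong numbers were not always called active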
M1AAP inhibition: P. falciparum M1AAP inhibitors, biochemical, fluorogenic H-Leu-NHMec substrate, 1536-well (AID 1445); inhibition, % at 30 µM, or IC50 in µM where a hit was titrated; recombinant M1AAP, H-Leu-NHMec fluorogenic kinetic assay; higher % means a stronger effect; actives 0.42% (n = 220,000);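 active = primary inhibition above the hit cutoff, then over 50% inhibition at one or more dose response concentrations, cut at about 23% in these data, passing the limit was not always enough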;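 also: plate controls were DMSO full reaction for no effect and no enzyme background for full effect; strong numbers were not always called active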
P. falciparum M17LAP: P. falciparum M17LAP inhibitors, primary screen, biochemical, fluorogenic H-Leu-NHMec substrate, 1536-well (AID 1619); recombinant M17LAP, H-Leu-NHMec fluorogenic kinetic assay; higher % means a stronger effect; one-dose inhibition, % at 30 µM; IC50 in µM for titrated hits; actives 0.38% (n = 220,000);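 active = compound inhibiting the enzyme by more than half at any dose during confirmatory dose-response retesting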;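 also: plate controls were full reaction with DMSO carrier for no effect and no enzyme background for full effect; strong numbers were not always called active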
WT yeast gro inh mutant strain: further read-out of WT yeast gro inh, marked with its call; inhibition, %; mitochondrial fusion phenotypic screen, mutant strain inhibition
Dynein cargo inh cytoplasmic EGFP: second read-out of Dynein cargo inh, no call of its own (marks repeat the call); z-score; measured here: cytoplasmic GR-EGFP intensity; active compounds read high
Dynein cargo inh nuclear GR-EGFP: also measured in Dynein cargo inh; calls as there; z-score; measured here: nuclear GR-EGFP intensity;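 lower value marks the stronger effect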
Dynein cargo inh cell count: recorded beside Dynein cargo inh, whose call it bears; z-score; measured here: cell count per field
b-catenin transl cell count 5 µM: second read-out of b-catenin transl, no call of its own (marks repeat the call); cell count; measured here: cell count, cytotoxicity flag
T cell modulator vesicle-bound %: also measured in T cell modulator; calls as there; double positive events, %; measured here: CD8+ vesicle-bound cell fraction;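 binding gate set so that unloaded-vesicle control wells show 10% double positive cells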
MT stabilize HCS Hoechst-high %: recorded beside MT stabilize HCS, whose call it bears; % Hoechst-high responders; measured here: nuclear condensation Hoechst responders;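 share of cells brighter than vehicle mean plus two SD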
MT stabilize HCS cytotoxicity %: recorded beside MT stabilize HCS, whose call it bears; toxicity, %; measured here: cytotoxicity by cell density;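 0% = mean cell density of plate MIN control wells and 100% = no cells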
Autophagy mod cell loss 18 h: second read-out of Autophagy mod, no call of its own (marks repeat the call); toxicity, %; measured here: cell loss, nuclei count;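 cell loss after 18 h compound exposure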
Starred values were filed as active, the others as inactive; i = inactive; / = not tested or not shown.

No.	SMILES	T cell modulator	T cell modulator vesicle-bound %	Autophagy mod	Autophagy mod cell loss 18 h	Dynein cargo inh	Dynein cargo inh cytoplasmic EGFP	Dynein cargo inh nuclear GR-EGFP	Dynein cargo inh cell count	MT stabilize HCS	MT stabilize HCS Hoechst-high %	MT stabilize HCS cytotoxicity %	WT yeast gro inh	WT yeast gro inh mutant strain	b-catenin transl	b-catenin transl cell count 5 µM	Yfh1-off respiration	M1AAP inhibition	P. falciparum M17LAP
1	CCCNS(=O)(=O)c1ccc(OCC(=O)N2CCN(c3ccccc3)CC2)cc1	i	42.1	i	-8.1	0.0867	-0.28	0.0931	0.537	1.8	1.3	9.9	-12.6	-1.8	-3.1	1093	i	0.8%	-5.0%
2	Cc1cc(C)c(C(=O)CSc2nc3ccccc3c(=O)[nH]2)cc1C	i	40.0	i	8.9	-0.865	-0.19	-0.33	0.698	2.1	2.3	1.4	16.2	0.9	3.2	1078	i	4.5%	-2.6%
3	CCN(CC)c1ccc(S(=O)(=O)N(CC)CC)cc1NC(=O)c1cccnc1	i	53.6	i	-5.0	1.26	0.34	0.0895	-1.8	4.0	2.3	9.2	-12.9	9.6	-3.6	1063	i	28.5µM*	41.7%
4	COc1cc2c(cc1NC(=O)CN(C)Cc1cccc(OC)c1OC)oc1ccccc12	i	43.5	i	-2.2	-0.295	-0.294	-0.462	0.164	2.4	2.4	0.6	19.1	9.5	12.4	848	i	1.7%	4.0%
5	Cc1ccc(NC(=O)CS(=O)CC(=O)N(CC(=O)NC2CCCC2)c2cccc(C)c2C)cc1 (stereo unspecified)	i	20.0	i	-6.3	-0.862	-0.175	-0.411	0.609	5.3	6.5	6.0	-11.2	-19.0	-2.4	1006	i	7.0%	0.9%
6	O=C(NC1CCCCC1)n1c(=O)oc2ccc(Cl)cc21	i	12.5	i	-3.9	0.113	-0.21	0.0499	0.946	4.1	2.2	2.8	-6.9	-2.5	/	/	i	4.5%	-11.2%
7	CC(C)(C)NC(=O)COC(=O)CNC(=O)c1cc(Cl)cc([N+](=O)[O-])c1	i	56.4	i	20.2	0.303	-0.255	0.259	0.377	3.5	1.7	0.2	19.4	7.2	0.0	1051	i	1.3%	13.7%
8	CCn1c(CCNC(=O)c2ccc(OC)cc2)nnc1SCc1ccc(Cl)c(Cl)c1	i	36.3	i	10.7	-0.318	-0.199	0.453	0.215	2.9	2.0	8.3	11.2	1.0	5.0	1024	i	0.5%	-12.2%
9	Cc1ccc(NC2=CC(=O)C(=O)c3ccccc32)cc1	i	31.3	i	11.1	-0.881	0.218	-0.486	0.514	4.0	0.0	67.1	65.1*	57.2*	/	/	i	1.9%	6.0%
10	CC1(C)CC(NC(=O)c2ccc3c(c2)OCO3)CC(C)(C)N1	i	39.2	i	-2.4	-0.176	0.255	-0.718	0.902	2.8	2.0	5.6	5.5	-15.3	2.1	1388	i	5.8%	3.9%
11	COc1ccc(N(CC(=O)Nc2cccc(N(C)S(C)(=O)=O)c2)S(=O)(=O)c2ccc(C)cc2)cc1	i	5.6	i	8.3	0.914	-0.258	0.222	-0.2	3.4	2.3	3.4	5.0	3.2	-0.7	929	i	6.1%	-4.0%
12	Cc1ccc(Cn2nc(C)c(NC(=O)C3(C)CC3(Br)Br)c2C)cc1 (stereo unspecified)	i	64.0	i	0.8	0.789	-0.223	0.69	-0.875	2.5	1.1	3.2	-12.4	0.6	2.0	1105	i	-1.4%	-1.1%
13	COc1ccccc1CNC(=O)COC(=O)/C=C/c1cccs1	i	26.7	i	3.0	0.528	-0.112	-0.0535	-1.35	5.7	2.1	9.2	-46.0	2.1	/	/	i	7.8%	5.7%
14	CCC(=O)/C=C1/Sc2ccccc2N1CC	i	56.8	i	-5.8	-0.203	-0.24	0.269	-0.108	2.9	1.9	3.7	-7.3	-7.0	1.0	367	i	14.6%	53.7%
15	C=CCn1cn[nH]c1=S	i	29.5	i	13.5	-0.272	-0.214	-0.0275	0.369	3.0	1.3	13.9	-3.4	3.4	-2.0	975	i	-1.8%	-7.3%
16	Cc1cccc(CN(CC(=O)N/N=C/c2cccs2)S(=O)(=O)c2ccc(Cl)cc2)c1	i	43.8	i	-2.4	-0.328	-0.219	-0.0766	0.875	5.0	1.4	4.8	49.7	23.1	-1.4	1392	i	-0.6%	4.5%
17	Cc1ccc(NC(=O)c2ccccc2F)cc1S(=O)(=O)N1CCCCCC1	i	42.2	i	8.8	1.2	0.15	0.864	-0.91	2.8	2.2	10.7	7.5	-25.9	-1.3	1130	i	1.7%	-5.2%
18	O=C(O)C1CC(=O)N(CCOc2ccccc2)C1 (stereo unspecified)	i	42.1	i	-4.9	-0.485	-0.225	0.00496	0.342	1.4	1.9	10.6	10.0	9.5	0.1	1065	i	0.2%	-6.3%
19	Cc1ccc(C(=O)Nc2sc3c(c2C(=O)NCc2ccco2)CCCC3)cc1	i	35.0	i	2.5	1.32	-0.214	0.697	0.159	3.4	1.9	6.2	-2.2	-11.9	/	/	i	0.8%	5.9%
20	Cc1onc(-c2ccccc2)c1C(=O)Nc1nnc(N(C)Cc2ccccc2)s1	i	40.0	i	11.4	2.08	-0.171	1.52	-0.731	4.6	2.5	5.6	28.9	8.4	/	/	i	3.3%	-3.6%
21	CC(C)(C)C(=O)Nc1cc(S(=O)(=O)Nc2ccc(Cl)cc2)ccc1Cl	i	50.5	i	12.2	-0.101	1.09	0.98	-1.83	2.5	1.5	9.6	45.0	-6.7	0.0	924	i	2.7%	-5.2%
22	O=C(COc1c(F)c(F)c(C(F)(F)F)c(F)c1F)Nc1ccc(N2CCOCC2)c(Cl)c1	i	35.8	i	-5.6	1.74	-0.118	1.27	-1.96	5.5	1.5	2.3	69.7*	28.9*	0.5	1051	/	0.1%	6.8%
23	COCCSc1nnc(NC(=O)c2ccc(OC)c([N+](=O)[O-])c2)s1	i	7.9	i	4.3	-0.467	-0.37	-0.224	0.751	2.4	1.4	1.6	-0.2	-5.9	-1.6	1061	i	5.1%	-8.9%
24	COc1ccc(CCNc2ncnc3cc(OC)c(OC)cc23)cc1OC	/	/	i	1.0	-0.698	-0.2	-0.728	0.686	1.8	1.7	2.2	-5.1	-8.0	0.0	1441	i	1.6%	16.5%
25	CN1CCN(C(=O)/C(=C\c2cccs2)NC(=O)c2ccco2)CC1	i	43.9	i	-10.0	1.69	-0.213	1.09	-1.09	5.3	2.3	6.7	-8.0	5.7	-3.3	977	i	7.2%	-2.1%
26	CC(=O)c1sc(=S)n(-c2ccccc2)c1C	i	1.6	/	/	0.429	-0.22	0.189	0.255	/	/	/	/	/	6.7	929	i	2.6%	-8.2%
27	CCn1c(COc2ccc(C)cc2)nc2ccccc21	i	26.4	i	-0.4	0.957	-0.229	0.984	-0.96	5.0	1.1	1.7	6.2	12.8	0.6	1020	i	-2.5%	4.4%
28	Cc1cnn(-c2nc(-c3ccccc3)cc(-c3ccccc3)n2)c1	/	/	i	0.2	0.671	-0.343	0.12	0.0896	1.5	1.5	8.1	41.0	6.1	1.5	983	i	-1.2%	-2.9%
29	Cn1cc(/C=N/Nc2ccccc2)c2ccccc21	i	9.9	i	-2.1	0.178	-0.313	0.553	-0.0984	6.6	3.8	3.6	-2.9	17.6	0.2	1127	i	2.7%	-0.6%
30	O=C(c1cccnc1)N1C2CCC1CC(O)(c1ccc(F)cc1)C2 (stereo unspecified)	i	19.3	i	14.0	-0.353	-0.184	-0.0522	0.0659	1.4	1.7	6.6	7.9	14.0	-6.8	966	i	0.2%	8.7%

Bioassay records as filed in PubChem BioAssay.
